Nrf2 ARE act = Nrf2 pathway activation. AREc32 ARE-luciferase reporter (MCF7-derived line), luminescence, 24 h. Potency, µM (doses to about 46.1 µM), inactives show at the top dose activation, usual class: activators. 0.31% of 410,000 active. AID 624171; note: potency is the fitted concentration of half-maximal effect; % of control where 0% means no effect; nearly all actives have a fitted effect of over 65% in size
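Quantitative high-throughput format: AREc32 reporter cells, 1000 per well, received compound by pin transfer and were incubated 24 hr at 37 deg C, 5% CO2, before Steady-Glo luminescence detection.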
ATXN viability = cell viability loss in ATXN counter-screen; S2 cells (HEK-293 line with an ATXN2-luciferase reporter) viability, CellTiter-Fluor protease fluorescence, 24 h; Potency, µM (top dose mostly 56.7 µM), usual class: cytotoxic; 0.49% of 400,000 active; note: potency is the fitted concentration of half-maximal effect; nearly all actives have a fitted effect of over 40% in size
A549 viability = kills or reduces viability of A549 cells in Nrf2 counter-screen; A549 ARE-Fluc cells, CellTiter-Fluor viability, 18-24 h; Potency, µM (top dose mostly 46 µM), inactives show at the top dose activity change, negative = cytotoxicity, hits mostly inhibitors; 0.16% of 390,000 active; note: potency is the fitted concentration of half-maximal effect; % is set by controls: 0 for no effect and ±100 for the full control effect
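A549 ARE_Fluc cells in 5% FBS OPTI-MEM were exposed to compounds in concentration-response for 18-24 h at 37 deg C. Viability was read by CellTiter-Fluor fluorescence (Ex 405/Em 525) after 30 min, before the luciferase read.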
TGFb inhibitor = inhibitors of TGF-b signaling | HepG2 CAGA-GFP TGF-b/SMAD3 reporter, GFP fluorescence, 18 h; TGF-beta stimulated, 500 pg/mL final | Potency, µM (doses to about 46.1 µM), without a hit: at the top dose activity, negative = inhibition, actives largely listed as inhibitors | 1.2% of 410,000 active | AID 588855; note: potency is the fitted concentration of half-maximal effect; % is set by controls: 0 for no effect and ±100 for the full control effect; nearly all actives have a fitted effect of over 65% in size
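Inhibition of TGF-beta-driven CAGA-GFP reporter expression in HEPG2 cells is measured by cellular GFP fluorescence after 18 h stimulation with 500 pg/mL recombinant TGF-beta in 1% FBS medium at 37 degrees C.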
Nrf2 inh = inhibitors of Nrf2 signaling; AID 504444; 2.1% of 360,000 active; Potency, µM (series often up to 46 µM), inactives show at the highest dose activity change, negative = inhibition, most hits filed as inhibitors; A549 ARE-Fluc reporter, luciferase luminescence, 18-24 h; note: potency is the fitted concentration of half-maximal effect; % is set by controls: 0 for no effect and ±100 for the full control effect; nearly all actives have a fitted effect of over 60% in size
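Cells were seeded and rested 2 h, then exposed to compounds for 18-24 h. CellTiter-Fluor was read first as a viability measure. BugLite was added 15 min before the final luminescent read of ARE-luciferase activity in A549 cells.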
MCF10A rereplic = induces DNA re-replication in MCF 10a normal breast cells; AID 624296; 2.9% of 350,000 active; Potency, µM (doses to about 46.1 µM), for the others: at the highest dose activity, positive = re-replication, usual class: activators; MCF 10A DNA re-replication, Hoechst nuclear intensity, 48 h; note: potency is the fitted concentration of half-maximal effect; % of control where 0% means no effect; nearly all actives have a fitted effect of over 50% in size
IL1B secr inh = inflammasome signaling inhibition, IL-1 beta readout; THP-1 LPS/ATP IL-1B secretion, AlphaLISA, 16 h; active compounds read low; 4.7% of 360,000 active; activity change, % at 57.5 µM; AID 743279; in the data active = activity change below about -50%; inconclusive = mostly about -30% to -49%; note: % is set by controls: 0 for no effect and ±100 for the full control effect
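THP-1 cells pretreated 1 hr with compounds (up to 57.5 uM final), then stimulated with LPS (250 ng/mL final) plus ATP (1.25 mM final); secreted IL-1B measured by AlphaLISA after 16 hr, decreased signal indicating inhibition.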
HepG2 tox = HepG2 cytotoxicity, counter-screen for TGF-b inhibitors | HepG2 CAGA-GFP viability, ATP luminescence, 18 h | Potency, µM (top dose mostly 46.1 µM), inactives show top-dose activity change, negative = cytotoxicity, usual class: cytotoxic | 0.76% of 410,000 active | AID 588856; note: potency is the fitted concentration of half-maximal effect; some results filed as inactive show a strong effect at the top dose
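HepG2 CAGA-GFP cells (1000/well, DMEM with 1% FBS) received compound, then TGF-beta at 500 pg/mL final, and were incubated 18 hours at 37 degrees C. Viability was read by CellTiter-Glo luminescence. Media-only wells were set as complete cell-killing and DMSO as no toxicity.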
ATXN2 expr inh = inhibitors of ATXN2 expression | 0.72% of 360,000 active | Potency, µM (doses to about 57 µM), for inactives: at the highest dose activity change, negative = inhibition, usual class: inhibitors | HEK-293 ATXN2-luciferase reporter, luminescence, 24 h; note: potency is the fitted concentration of half-maximal effect; % is set by controls: 0 for no effect and ±100 for the full control effect; nearly all actives have a fitted effect of over 55% in size
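ATXN2-luciferase reporter cells (luciferase flanked by upstream and downstream ATXN2 gene portions) were treated 24 h at 37 °C with compounds at up to 57 uM. SteadyGlo luminescence gave expression; GF-AFC fluorescence gave viability.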
An asterisk follows results filed as active; i = inactive; u = inconclusive; x = no result given; [ ] = dose if it differs, or a comment. Unless noted, calls come from the whole dose curve; as a rule, active = well fitted curve in the direction sought with a large enough effect; inconclusive = small, poorly fitted or top-dose-only effect, or another doubt; inactive = no such curve, though single readings can be large; an effect the other way counts as inactive or inconclusive. Compounds as they come; 8.8% or so of the library scored in one or more.

Structure,Nrf2 ARE act,HepG2 tox,ATXN2 expr inh,ATXN viability,TGFb inhibitor,MCF10A rereplic,IL1B secr inh,Nrf2 inh,A549 viability
CC(C)(C)c1ccc(C(=O)NC(Cc2c[nH]c3ccccc23)C(=O)OCC(=O)c2ccc(Cl)cc2)cc1 (stereo not given),4.4%,-12%,x,x,-36%,x,x,x,-4%
O=C(CCC1CCCCC1)Nc1cccc(C(=O)Nc2ccc(C(=O)O)cc2)c1,-0.4%,-19%,16%,i,0%,4%,-12,u,8%
CSc1cccc(NC(=O)C(C)Sc2ccc(C)cc2)c1 (stereo not given),-0.7%,-20%,1%,i,-14%,-3%,34,-13%,-10%
COc1cccc(OCC(O)CN2CCN(C)CC2)c1 (stereo not given),-0.2%,4%,-6%,i,-2%,-19%,-18,-2%,-2%
COc1ccc(S(=O)(=O)Nc2c3ccccc3nc(=O)n2-c2ccccc2)cc1,2.2%,-13%,-3%,i,1%,0%,17,-5%,-4%
COc1ccc(NC(=O)CSc2n[nH]c(-c3ccncc3)n2)cc1Cl,3.1%,-17%,-1%,i,u,0%,54,-7%,-2%
C/C(=N\Nc1ccc2nncn2n1)c1ccc(Cl)s1,7.9µM*,9%,x,i,13%,-1%,35,-5%,0%
COc1ccc(C2CC(=O)Oc3ccc(C(C)(C)C)cc32)cc1 (stereo not given),-0.6%,7%,5%,i,-22%,-23%,30,-11%,-1%
CCOc1nc(-c2ccc(Cl)cc2)nc2ccccc12,2.1%,-17%,-15%,u,-17%,7%,-6,1%,19%
COc1nccc(C(F)(F)F)c1C(=O)Nc1ccc(Cl)cc1,-0.3%,-41%,1%,i,0%,24%,-5,-13%,1%
COc1ccc(OCc2n(CC(=O)OC3CC(C)CCC3C(C)C)c3ccccc3[n+]2C)cc1 (stereo not given),-2.7%,14µM*,u,u,u,u,-58*,u,u
O=S1(=O)N=C(Oc2ccccc2)c2ccccc21,0.4%,-14%,-3%,i,4%,0%,1,-5%[65.3 µM],3%[65.3 µM]
COc1cccc(NC(=S)N2CCN(S(C)(=O)=O)CC2)c1,1.8%,-1%,-1%,i,3%,0%,16,2%,-1%
Cc1cc(C)cc(NC(=O)CSc2nccn2C2CCCC2)c1,6.1%,-22%,x,x,-23%,x,x,x,-2%
O=C(Nc1cccc(S(=O)(=O)Nc2ccccc2F)c1)c1ccco1,4.5%,15%,-3%,u,14%,4%,-10,u,-3%
N=c1c(C(=O)NC2CCCCC2)cc2c(=O)n3ccccc3nc2n1Cc1ccco1,2.5%,-14%,-24%,i,-4%,u,11,u,-4%
Cc1ccc(OCCNc2ccc(C(F)(F)F)cc2[N+](=O)[O-])cc1,0.2%,5%,30%,i,0%,-1%,-2,6%,-1%
CCOc1ccccc1NC(=O)CCn1ccnc1,2.8%,10%,-33%,i,0%,1%,-8,-12%,3%
COc1cccc(-c2c(C(=O)N/N=C/c3ccco3)nnn2-c2nonc2N)c1,4.1%,1%,0%,i,2%,-1%,u,2%,0%
CCS(=O)(=O)N1CCN=C1SCc1ccccc1,-0.2%,-29%,x,i,7%,-5%,-1,-2%,4%
CC(=O)Nc1nc(-c2ccc3c(c2)OCO3)cs1,-0.4%,2%,44%[activator],i,2%,2%,-53*,u,2%
S=C(NCc1ccccn1)Nc1ccc(Br)cc1Cl,4.0%,-2%,43%[activator],i,11%,-42%[inhibitor],-21,u,-1%
Nc1c(Cl)cc(Cl)cc1C(=O)OCC(=O)N1CCCC1=O,-0.2%,8%,4%,i,-6%,1%,-20,5%,0%
Cc1ccc(C)c(C(C)NC(=O)C2CCCO2)c1 (stereo not given),0.1%[9.22 µM],6%,8%,i,9%,-10%,27,0%,-2%
CC(C)(C)CN1CCNC[C@H]1Cc1ccc(O)cc1,-0.5%,-2%,-13%,i,12%,-13%,-24,6%,3%
CC1CC(OCC(O)CN2CCN(Cc3ccccc3)CC2)CC(C)(C)C1 (stereo not given),-0.4%,-10%,1%,i,4%,u,-6,-1%,-1%
O=c1nc2c(-c3ccccc3F)n[nH]n2c2ccccc12,u,-15%,24%,i,24%,1%,40,u,2%
CCCNC(=O)c1cccc(C(F)(F)F)c1,-0.3%,-23%,-6%,i,0%,2%,-6,3%,-7%
CCOC(=O)Cc1cnc(NC(=O)CSc2nc(C)c(CC)c(=O)[nH]2)s1,-0.2%,12%,6%,x,-27%,24%,34,4%,-1%
Cc1cccc(OCC(=O)NCC(c2ccco2)N2CCCC2)c1 (stereo not given),16%,1%,1%,i,-1%,0%,9,u,0%
CCN1CCCC1CNC(=O)c1ccc(Sc2ccc(F)cc2)c([N+](=O)[O-])c1 (stereo not given),2.9%,-4%,-12%,i,1%,4%,-19,-9%,-9%
CCc1nccn1C(=O)c1cnn2c(C(F)F)cc(-c3ccc(C)cc3)nc12,10%,-59%,u,x,u,18µM*,x,-18%,1%
CCN(CC)CC(O)Cn1c(-c2cccc(Cl)c2)nc2cc(C)c(C)cc21 (stereo not given),-0.4%,-6%,44%[activator],i,-3%,-6%,13,-1%,7%
c1ccc2c(C3OCC4(CCCC4)CO3)cccc2c1,0.7%,-24%,x,i,1%,x,15,x,x
COc1cc(C(=O)NCCCc2nc3ccccc3n2Cc2cc(C)ccc2C)cc(OC)c1OC,-0.5%,-16%,2%,u,-1%,5%,-14,-15%,-8%
COc1ccccc1C(=O)Nc1c2c(nn1-c1cccc(C)c1C)CS(=O)C2 (stereo not given),0.0%,-15%,-16%,u,20%,1%,14,1%,-8%
CC1(C(=O)Nc2ccc3c(c2)OCO3)CCN1C(=O)CCc1cccs1 (stereo not given),0.3%[9.22 µM],-16%,9%,u,6%,x,-9,x,x
C=CCSc1nnc(-c2cnn(-c3ccccc3)c2-n2cccc2)n1C,-0.7%,-4%,-12%,i,0%,8%,-17,2%,5%
CC1CCCC(C)N1C(=O)COC(=O)Cn1cnc2c1c(=O)n(C)c(=O)n2C (stereo not given),0.2%,2%,5%,i,-2%,2%,9,6%,1%
CCc1cccc(C)c1NC(=O)CSc1nc(C)cc(C)c1C(=O)Nc1ccccc1,0.2%,0%,-1%,i,14%,x,x,-4%,-5%

Single records, from the list above. Screens in order: Nrf2 ARE act, HepG2 tox, ATXN2 expr inh, ATXN viability, TGFb inhibitor, MCF10A rereplic, IL1B secr inh, Nrf2 inh, A549 viability
`CSc1cccc(NC(=O)C(C)Sc2ccc(C)cc2)c1` (stereo not given) is listed with -0.7%, -20%, 1%, i, -14%, -3%, 34, -13%, -10%
`CC1CC(OCC(O)CN2CCN(Cc3ccccc3)CC2)CC(C)(C)C1` (stereo not given) is listed with -0.4%, -10%, 1%, i, 4%, u, -6, -1%, -1%

More entries follow:
Structure,Nrf2 ARE act,HepG2 tox,ATXN2 expr inh,ATXN viability,TGFb inhibitor,MCF10A rereplic,IL1B secr inh,Nrf2 inh,A549 viability
O=C(Nc1ncc2c(n1)-c1ccccc1CC2)c1cccc(Cl)c1,28%,-11%,2%,i,u,13µM*,18,1%,-6%
O=C(Nc1ccon1)Nc1ccc(Cl)cc1Cl,5.2%,-6%,8%,i,-8%,14%,-10,12%,2%
CC1CCN(C(=O)CSc2nc(-c3ccc(F)cc3)cc(C(F)(F)F)n2)CC1,-0.5%,-9%,5%,i,7%,x,x,12%,10%
C/C(=N/OCC(=O)NCCCCCCNC(=O)CO/N=C(/C)c1cccs1)c1cccs1,9.5%,-39%,-11%,u,-6%,-1%,-2,-3%,3%
CN(C(=O)CCl)C1CCCc2ccccc21 (stereo not given),-2.9%,-90%,u,u,u,u,-107*,6%,u
CCOc1cc(/C=C2\SC(N)=NC2=O)ccc1O,2.3%,-4%,-7%,i,-18%,8%,-9,12%,6%
Cc1cccn2c(=O)c(C(=O)NCCc3ccccc3)c(O)nc12,-0.2%,-26%,27%,i,22%,x,x,11%,2%
CCc1c(C#N)c(=O)[nH]c(=O)n1-c1ccccc1,0.8%,3%,x,i,-3%,2%,0,-7%,5%
O=C(CSC1=NCCS1)NC1CCCCC1,0.2%,-3%,31%,i,-28%,-3%,0,x,-6%
Cc1ccc(C(=O)Nc2ncc(C)s2)s1,0.2%,-20%,u,i,1%,3%,-4,u,1%
CCOC(=O)CCc1c(C)c2ccc(OC(C)C(=O)OCC)c(C)c2oc1=O (stereo not given),-0.3%,2%,1%,i,-3%,15%,36,7%,-1%
CCCC[C@H]1CCCO[C@@](C(=O)NCc2cc(C)n(C)n2)(C(F)(F)F)C1,x,-16%,x,x,u,x,x,-7%,-6%
O=C1C(=O)N(c2ccccc2)C(c2ccccc2)C1c1ccccc1 (stereo not given),-2.0%,-17%,23%,i,-16%,22%,5,0%,1%
CCc1ccc(C(=O)NC(=S)Nc2ccccc2N2CCOCC2)cc1,3.4%,-27%,64%[activator],i,-24%,8%,-9,14%,-2%
COc1ccc(N(C(=O)c2ccn[nH]2)C(C(=O)NC(C)(C)C)c2ccc(F)cc2)cc1 (stereo not given),-0.3%,-10%,-8%,i,-5%,-6%,-2,2%,0%
Cc1ccc(C(=O)CSc2nn3c(=O)c(C(C)(C)C)nnc3s2)cc1,-0.1%,2%,-4%,i,u,-5%,-28,11%,13%
CCCCn1cnc2c(sc3nc4c(cc32)CSC(C)(C)C4)c1=O,0.5%,-1%,-3%,i,-3%,5%,-7,u,7%
COc1ccc(-n2nnnc2SCc2nc(N)nc(N3CCOCC3)n2)cc1,1.9%,-2%,-6%,i,1%,2%,-12,u,-2%
O=C(Nc1cnccn1)c1ccncc1,-1.1%,1%,0%,i,-4%,-5%,-8,20%,0%
